Rv3671c protease = Rv3671c (M. tuberculosis) protease inhibition. P9WHR9. inhibition, % at 5.96 µM. 320,000 tested, 0.048% active; in the data active means inhibition above about 38%;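 further: extracellular domain of Rv3671c used as enzyme; 0% = enzyme with DMSO and 100% = no enzyme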
Target sequence (P9WHR9 whole entry, looked up, the tested form may be a part): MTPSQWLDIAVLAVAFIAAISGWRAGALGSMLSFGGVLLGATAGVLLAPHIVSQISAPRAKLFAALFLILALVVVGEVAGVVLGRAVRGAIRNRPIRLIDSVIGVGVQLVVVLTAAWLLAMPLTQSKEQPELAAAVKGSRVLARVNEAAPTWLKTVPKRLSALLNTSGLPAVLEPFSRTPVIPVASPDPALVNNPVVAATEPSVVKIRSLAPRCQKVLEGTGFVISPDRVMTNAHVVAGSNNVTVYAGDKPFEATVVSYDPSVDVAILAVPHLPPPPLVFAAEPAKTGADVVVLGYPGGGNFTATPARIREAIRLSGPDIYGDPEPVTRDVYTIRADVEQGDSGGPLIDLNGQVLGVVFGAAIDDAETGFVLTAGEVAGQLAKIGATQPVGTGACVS
GDH-TPI inh = inhibits GDH-TPI coupling enzymes, artifact for Mtb FBA screen; inhibition, % at 4.8 µM; 360,000 tested, 1.2% active; GDH-TPI coupled enzyme counterscreen, NADH absorbance; AID 588335;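 further: 0% = DMSO wells and 100% = wells lacking the enzyme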
Mtb UGM inh = blocks M. tuberculosis UGM enzyme. purified UGM, fluorescence polarization probe displacement. inhibition, % at 10 µM. 320,000 tested, 0.06% active. AID 504406; in the data active means inhibition above about 10%, passing the limit was not always enough; inconclusive means no clear call, values can overlap the other calls
VHR inh abs = inhibitors of human VHR1 phosphatase (DUSP3). AID 1654. P51452. recombinant VHR phosphatase, pNPP absorbance. inhibition, % at 13.3 µM. 290,000 tested, 0.52% active; in the data active means inhibition above about 50%; further: some compounds called inactive have numbers as strong as hits
Target sequence (P51452 whole entry, looked up): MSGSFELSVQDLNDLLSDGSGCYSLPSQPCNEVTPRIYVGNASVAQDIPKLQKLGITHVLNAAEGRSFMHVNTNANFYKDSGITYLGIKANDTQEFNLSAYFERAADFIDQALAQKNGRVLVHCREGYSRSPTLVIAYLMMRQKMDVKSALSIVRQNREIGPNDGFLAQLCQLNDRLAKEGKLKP
Mtb FBA inh = Mtb fructose-bisphosphate aldolase inhibition; P9WQA3; purified M. tuberculosis FBA, fluorescence read-out; inhibition, % at 1 µM; 360,000 tested, 2.3% active; AID 588726; in the data active means inhibition above about 27%;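 further: 0% = vehicle and 100% = reference inhibitor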
Target sequence (P9WQA3 whole entry, looked up): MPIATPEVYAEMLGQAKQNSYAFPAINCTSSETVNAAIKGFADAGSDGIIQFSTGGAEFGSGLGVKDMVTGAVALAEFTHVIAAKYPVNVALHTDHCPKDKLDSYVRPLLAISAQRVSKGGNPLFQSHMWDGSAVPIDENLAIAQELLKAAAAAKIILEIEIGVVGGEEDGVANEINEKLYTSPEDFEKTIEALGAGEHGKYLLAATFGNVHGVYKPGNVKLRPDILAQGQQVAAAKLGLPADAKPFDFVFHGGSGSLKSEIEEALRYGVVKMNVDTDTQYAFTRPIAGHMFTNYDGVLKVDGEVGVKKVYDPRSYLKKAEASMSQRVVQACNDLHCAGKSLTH
MazEF act = activators of E. coli MazEF toxin-antitoxin RNase. FAM/BHQ RNA-DNA oligo cleavage fluorescence, 5 h. activation, % at 20 µM. 350,000 tested, 0.32% active. AID 504720; in the data active means activation above about 50%
Target sequence (P0AE70 whole entry, looked up): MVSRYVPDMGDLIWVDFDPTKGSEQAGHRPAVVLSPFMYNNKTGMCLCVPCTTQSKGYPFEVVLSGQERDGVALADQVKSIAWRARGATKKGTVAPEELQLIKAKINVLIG
Mtb BioA inh = inhibitors of Mycobacterium tuberculosis BioA enzyme; AID 602481; 360,000 tested, 0.096% active; purified M. tuberculosis BioA enzyme, plate reader; inhibition, % at 9.99 µM; in the data active means inhibition above about 40%; inconclusive means no clear call, values can overlap the other calls
FadD28 FP inh = inhibitors of Mycobacterium tuberculosis FadD28 bisubstrate binding; AID 588549; 360,000 tested, 0.22% active; FadD28 bisubstrate probe binding, fluorescence polarization; inhibition, % at 12.5 µM; in the data active means inhibition above about 8.5%, passing the limit was not always enough; inconclusive means no clear call, values can overlap the other calls
BoNT-F LC inh = inhibitors of Botulinum neurotoxin F light chain protease. Multiplex microsphere protease cleavage assay, flow cytometry. inhibition, % at 10 µM. 360,000 tested, 0.22% active. AID 588497; in the data active means inhibition above about 35%, passing the limit was not always enough; inconclusive means no clear call, values can overlap the other calls; further: plate controls were buffer without enzyme for full effect and enzyme alone for no effect
CCHF vOTU inh = blocks the CCHF virus ovarian tumor domain protease. CCHFV vOTU protease, Pep-AMC fluorescence. inhibition, % at 11.5 µM. 370,000 tested, 0.55% active. AID 651958; further: 0% = vehicle wells with enzyme and 100% = no enzyme wells
Numbers without * were called inactive; ? = inconclusive; · = no result given; & = joins results of further samples. Unless noted, no stated cut-off is given here; in the data, active means inhibition above about 30%; inactive means the rest.

SMILES	Rv3671c protease	GDH-TPI inh	Mtb UGM inh	VHR inh abs	Mtb FBA inh	MazEF act	Mtb BioA inh	FadD28 FP inh	BoNT-F LC inh	CCHF vOTU inh
Cc1cc(=O)n(Cc2ccc(OC(C)C)cc2)c(=S)[nH]1	5	6	0.5	52*	1	0	1.4	-3.3	0	-4
COC(=O)c1ccccc1NC(=O)c1cc2sccc2n1C	-11	0	0.4	8	6	0	-0.4	0.7	4	-6
CCCCC(CC)COC(=O)CCCCC(=O)OCC(CC)CCCC (stereo not given)	-5	6	0.5	·	1	-4	0.0	-2.1	-8	1
Cc1cc(Br)ccc1N=C1NC(=O)CS1	1	3	0.9	-18	2	1	-2.2	1.0	?	2
O=C(Nc1ccc(Br)cc1)c1cccc(N2C(=O)CCC2=O)c1	-5	-1	-1.4	6	-1	4	3.2	-5.5	0	-1
CC1CCc2sc(C(=O)N/N=C/C3CCCCC3)cc2C1 (stereo not given)	-4	3	-2.0	-10	0	-5	·	-0.2	-5	7
CC(=O)N/N=C(\C)c1ccc(Br)cc1Br	-10	-3	-2.0	9	-4	7	-0.7	-3.7	1	1
CCCCCCCCC(=O)NCCOc1ccccc1	-9	9	2.3	22	-2	-9	-0.6	-4.3	-1	24
O=C(Cn1cc(C(F)(F)F)ccc1=O)N1CCN(S(=O)(=O)c2ccc(Cl)cc2)CC1	2	-6	5.0	27	1	-5	-0.2	-4.4	-8	8
Cc1ccc(/C=N/NC(=O)c2sccc2OCc2ccc(F)cc2)cc1	-8	10	-2.7	22	-1	4	0.4	-3.6	3	17
COc1ccccc1-c1cc(N)n(S(=O)(=O)c2cccc3nsnc23)n1	2	13	0.1	0	7	2	0.9	-1.2	-8	8
O=C(NCCCN1CCOCC1)c1ccccc1N1C(=O)[C@@H]2Cc3c([nH]c4ccccc34)C(c3ccccc3)N2C1=O (stereo not given in full)	·	7	·	·	4	·	-0.8	1.4	-13	6

Next section (5 carried over from the part before).
SMILES	Rv3671c protease	GDH-TPI inh	Mtb UGM inh	VHR inh abs	Mtb FBA inh	MazEF act	Mtb BioA inh	FadD28 FP inh	BoNT-F LC inh	CCHF vOTU inh
CCCCCCCCC(=O)NCCOc1ccccc1	-9	9	2.3	22	-2	-9	-0.6	-4.3	-1	24
O=C(Cn1cc(C(F)(F)F)ccc1=O)N1CCN(S(=O)(=O)c2ccc(Cl)cc2)CC1	2	-6	5.0	27	1	-5	-0.2	-4.4	-8	8
Cc1ccc(/C=N/NC(=O)c2sccc2OCc2ccc(F)cc2)cc1	-8	10	-2.7	22	-1	4	0.4	-3.6	3	17
COc1ccccc1-c1cc(N)n(S(=O)(=O)c2cccc3nsnc23)n1	2	13	0.1	0	7	2	0.9	-1.2	-8	8
O=C(NCCCN1CCOCC1)c1ccccc1N1C(=O)[C@@H]2Cc3c([nH]c4ccccc34)C(c3ccccc3)N2C1=O (stereo not given in full)	·	7	·	·	4	·	-0.8	1.4	-13	6
CCOC(=O)C(=O)NC12CC3CC(CC(C3)C1)C2	0	-5	-0.7	0	2	-3	·	-1.5	13	1
Cc1nc2ccsc2c(=O)n1-c1cccc(Cl)c1	-2	-4	-3.0	·	-1	-2	·	-2.4	?	-20
CN(CC(=O)Nc1ccccc1Br)C(=O)CNC(=O)C1CCCCC1	-5	-1	-0.7	·	0	6	-0.5	-2.3	·	4
COc1ccccc1C(CNC(=O)c1cc(S(=O)(=O)N2CCOCC2)ccc1C)N1CCCC1 (stereo not given)	5	2	-1.1	·	2	5	-1.5	-1.5	9	-2
COc1ccc(CCNC(=O)CN(C)S(=O)(=O)c2ccc3c(c2)CCC(=O)N3)cc1OC	-2	10	0.2	12	7	4	-1.1	2.0	4	-1
CN(Cc1nc(-c2cccnc2)no1)S(=O)(=O)c1ccc(Br)cc1	7	13	0.7	16	3	20	9.6	0.1	-4	5
C=CCn1c(Cc2ccccc2)nc2c(cnn2-c2ccccc2)c1=O	-13	5	0.2	2	-2	-13	2.0	-7.3	10	10
Clc1ccc2nc(CN3CCCCC3)cn2c1	6	7	-0.1	8	0	0	-1.7	-2.0	-10	9
O=C(CCCN1CCc2[nH]c3ccc(F)cc3c2C1)c1ccc(F)cc1	-3	9	-0.5	-5	5	13	0.6	-0.8	-17	0
COc1ccc(CNC(=O)c2c(O)c3ccccc3n(C)c2=O)cc1OC	-5	-4	0.5	-16	2	-4	·	-0.2	-18	21
Cc1nn(Cc2ccc(C(=O)N3N=C(C(F)F)CC3(O)C(F)F)o2)c(C)c1[N+](=O)[O-] (stereo not given)	-3	6	0.3	-2	-1	0	·	-6.1	3	1
CCOc1ccc2cc(S(=O)(=O)N3CCN(C)CC3)ccc2c1	1	10	-2.0	4	6	8	0.7	-2.1	11	5
Cc1ccc(NC(=O)Nc2c(C)n(C)n(-c3ccccc3)c2=O)cc1C	8	-3	-1.4	27	0	7	-0.4	-2.0	-3	18
O=C(O)C(Cc1c[nH]c2ccccc12)N1Cc2ccccc2C1=O (stereo not given)	6	1	0.8	0	3	-3	0.4	0.5	13	5
CCC(=O)Nc1sc2c(c1C(N)=O)CCN(Cc1ccccc1)C2	-1	-10	-0.5	17	0	13	1.2	-4.5	2	-1
CCC(=NNC(=O)c1ccc2c(c1)nc(C)n2CC)c1cc(F)ccc1O	11	17	1.1	·	0	-3	·	-4.3	-4	1
COC(=O)[C@]1(C)N[C@H](CN(C)C(=O)c2ccc(C(C)(C)C)cc2)[C@@H]2C(=O)N(C)C(=O)[C@@H]21	6	4	·	·	-1	2	-0.1	-1.5	-1	14
COc1ccc(C2CC(c3cccs3)=NN2C(=O)CSc2nc3ccccc3o2)cc1 (stereo not given)	-30	13	-1.1	-7	4	-11	-0.8	-5.0	-1	3
CCC1CCCCN1S(=O)(=O)c1ccc(S(=O)(=O)N(Cc2cccs2)C2CC2)cc1 (stereo not given)	-8	7	1.7	21	2	-5	-1.5	-0.6	-12	-1
Cc1ccccc1OCc1n(CC(=O)OC2CC(C)CCC2C(C)C)c2ccccc2[n+]1C (stereo not given)	-2	0&2	4.3	18&46	0&9	-30&-37	·	-8.4&-10	0&-11	10
COc1ccc(-c2nc3c(Br)c(N)c(Br)cc3o2)cc1	-11	7	-0.5	3	2	-1	-0.7	-0.3	-1	·
CCc1ccccc1Nc1nc(N)nc(COC(=O)c2c(C)noc2C)n1	3	5	-1.0	·	0	4	-0.2	0.3	3	9
OC[C@@H]1CN(Cc2ccco2)C[C@H](n2cnc3c(NC4CCCC4)ncnc32)O1	·	7	·	·	4	·	0.9	0.5	-3	0
O=C(CN1C(=O)C2CCc3[nH]c4ccccc4c3C2C1=O)N1CCCC1 (stereo not given)	·	3	·	17	-1	9	-0.4&-0.2	-1.9	-7	16
O=C(Nn1cnnc1)c1cc(Cl)ccc1Cl	3	3	2.2	-24	-1	-1	-0.8	-1.7	12	-4
O=C(COC(=O)Cc1ccsc1)NCc1ccc(Cl)cc1	-3	7	0.8	28	-2	-6	·	-5.6	6	-8
COC(C)(C)c1cc(C(C)(C)C)nc(N)n1	-4	-5	-1.6	0	2	1	·	-2.7	-1	-13
O=[N+]([O-])c1ccc(Sc2cccc3cccnc23)c2cccnc12	2	-3	3.8	4	0	8	·	-3.0	8	7
COc1cc(/C=C2\SC(=S)N(CC(=O)O)C2=O)ccc1OS(=O)(=O)c1ccc(C)cc1	-4	27	-0.7	·	2	-13	2.9	9.7*	-9	54*
C=CCSc1nnc(NC(=O)C2CC(=O)N(Cc3ccc(C)cc3)C2)s1 (stereo not given)	4	1	-0.8	·	3	-3	0.4	0.1	-15	11
CCOC(=O)N1CCN(C(=O)c2cc(COc3ccc4ncccc4c3)on2)CC1	7	4	-0.7	25	7	2	2.5	0.8	-4	13
Cc1[nH]c(=S)c(C#N)c(-c2ccccc2)c1C(=O)Nc1ccccc1	-12	9	-0.1	17	-2	-5	·	-3.8	1	3
COc1ccccc1CC(=O)NCc1ccc2c(c1)OCO2	0	18	-1.4	6	0	9	-2.9	0.9	2	-11
COc1ccccc1OCCNC(=O)c1ccc(S(=O)(=O)N(C)C)cc1	5	7	2.3	4	0	0	-1.2	-1.9	-18	-12
C[C@H](CO)N1C[C@H](C)[C@@H](CN(C)S(=O)(=O)c2ccc(F)cc2)Oc2ccc(NC(=O)Cc3ccccc3)cc2C1=O	-7	-3	4.3	·	-2	-1	-1.5&-7.3	0.5	-4	-1
O=C(CCCCCn1c(=S)[nH]c2ccccc2c1=O)NCc1ccc2c(c1)OCO2	-21	18	0.4	12	0	2	0.5	-1.6	-4	5
CSCCC(C(=O)Nc1c(C)cccc1C)N(C)CCc1ccccc1 (stereo not given)	·	·	·	·	-4	·	-0.2	-5.9	-3	3
CCNC(=S)N/N=C/c1cn(Cc2ccc(F)cc2)c2ccccc12	10	22	0.4	-8	-1	-4	·	-2.3	-2	13
Cc1nn(-c2ccccc2)c(C)c1NC(=O)COC(=O)C1CC(=O)N(CCc2ccccc2)C1 (stereo not given)	-10	5	-2.5	·	3	-2	0.1	-3.3	-1	-9
COc1ccc(N2CCN(C(=O)CCCOc3cc(=O)n(C)c4ccccc34)CC2)cc1	8	2	-1.5	25	-4	2	-0.8	-3.5	-4	2
COc1cccc(/C=C/C(=O)NCCc2ccc3c(c2)OCCO3)c1	1	0	1.5	-12	2	5	0.5	-1.3	-9	0
CCCc1nn2c(=O)cc(CSCC(=O)Nc3nnc(C(C)C)s3)nc2s1	-1	9	-0.1	-6	-3	1	·	-1.3	3	-1
C=CCN1C(=O)c2ccc(C(=O)N3CCN(S(=O)(=O)c4cccc([N+](=O)[O-])c4)CC3)cc2C1=O	-5	9	-0.6	·	-1	9	-0.1	-3.1	-2	5
COc1cccc(C2CC(=O)Nc3cc(OC)c(OC)cc32)c1 (stereo not given)	·	-2	-2.0	9	2	6	-0.7	-0.5	-32	-9
CC(=O)Oc1ccc(N(C(C)=O)S(=O)(=O)c2cccs2)cc1	-2	1	-3.9	6	3	1	-1.6	-1.2	-3	-13
COC(=O)c1ccc2c(=O)[nH]c(CSc3nc(-c4ccc(F)cc4)cs3)nc2c1	-1	4	-2.3	-10	3	-13	·	-3.0	-5	-1
Cc1occc1C(=O)N=Nc1c(O)n(C)c2ccccc12	-2	24	-2.8	-6	0	-3	-5.9	-0.1	-3	-4
Cc1ccc(CN2CCN(c3ccccn3)CC2)s1	1	9	-0.4	26	2	11	-0.2	-1.8	6	0
CN(CCCNC(=O)Cn1cccc1C(=O)c1ccccc1)C1CCCCC1	2	8	0.3	-5	4	8	·	-0.6	-3	1
CCCCSCCCNC(=O)C1CCC(CNS(=O)(=O)c2ccc(NC(C)=O)cc2)CC1 (stereo not given)	·	4	-1.1	-6	-3	-19	·	-1.0	-9	10
CC(C)NC(=O)c1onc(CSc2ccc(F)cc2)c1C(=O)NC(C)C	4	1	1.1	·	1	5	2.5	-0.6	-3	3
COc1cc(NC(=S)N2c3ccccc3CC2C)cc(OC)c1 (stereo not given)	·	-10	3.0	11	0	-4	-0.2	-5.4	-3	7
CC1(C(=O)NS(=O)(=O)c2cccc(OC(F)F)c2)CCN1C(=O)Cc1ccccc1 (stereo not given)	·	0	·	·	-1	·	-3.3	-1.5	-2	-3
Cc1cc(S(=O)(=O)NCc2cccs2)ccc1-n1cnnn1	3	0	3.9	4	-1	12	·	0.0	-3	-14
Nc1ccccc1C(=O)C[C@H](N)C(=O)O	·	8	·	·	-3	3	-0.1	-3.2	9	7
CCCCN([C@H](CO)C(C)C)S(=O)(=O)c1ccccc1Br	·	4	·	·	1	3	-2.3	-2.6	-2	4
Cc1ccc(NC(=O)CCNS(=O)(=O)c2ccc3[nH]c(=O)oc3c2)cc1F	3	5	1.6	23	8	7	-6.7	0.2	-1	-7
CCOC(=O)c1ccc(NC(=O)Nc2ccc(OC)c(OC)c2)cc1	13	3	-0.5	6	-2	-8	-1.9	1.1	-8	-2
CCCS(=O)(=O)c1nc(S(=O)(=O)c2ccc(C)cc2)c(N2CCCC(C)C2)s1 (stereo not given)	5	6	2.5	-10	1	-5	1.0	-1.0	-4	18
